Screens as filed in PubChem.
HDAC3 inhib: human HDAC3 inhibition; recombinant HDAC3, fluorogenic peptide/trypsin coupled, fluorescence; AID 2718; 0.15% of 320,000 active; inhibition, % at 8.3 µM; in the data active means inhibition above about 26%, passing the limit was not always enough; inconclusive means no clear call, values can overlap the other calls
Target sequence (O15379 whole entry, looked up): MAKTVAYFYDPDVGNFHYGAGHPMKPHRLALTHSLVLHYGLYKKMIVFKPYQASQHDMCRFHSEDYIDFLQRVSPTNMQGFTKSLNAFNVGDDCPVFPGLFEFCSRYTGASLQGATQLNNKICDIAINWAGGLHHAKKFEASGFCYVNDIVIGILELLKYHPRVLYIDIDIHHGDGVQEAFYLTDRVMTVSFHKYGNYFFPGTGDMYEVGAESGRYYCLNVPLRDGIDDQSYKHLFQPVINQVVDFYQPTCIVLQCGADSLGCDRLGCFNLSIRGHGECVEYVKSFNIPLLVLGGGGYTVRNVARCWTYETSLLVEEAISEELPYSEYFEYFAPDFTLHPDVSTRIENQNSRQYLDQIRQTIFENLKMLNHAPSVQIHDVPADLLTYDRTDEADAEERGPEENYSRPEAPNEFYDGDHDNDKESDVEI
GSK3A inh: human GSK-3 alpha kinase inhibition | P49840 | ADP-Glo luminescence, 60 min | inhibition, % at 10 µM | 0.1% of 320,000 active | AID 2650;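 in the data active means inhibition above about 50%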;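 further: GST-tagged GSK-3 alpha with peptide substrate and 25 µM ATP; 0% = DMSO neutral wells and 100% = GW8510 positive control wells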
Target sequence (P49840 whole entry, looked up): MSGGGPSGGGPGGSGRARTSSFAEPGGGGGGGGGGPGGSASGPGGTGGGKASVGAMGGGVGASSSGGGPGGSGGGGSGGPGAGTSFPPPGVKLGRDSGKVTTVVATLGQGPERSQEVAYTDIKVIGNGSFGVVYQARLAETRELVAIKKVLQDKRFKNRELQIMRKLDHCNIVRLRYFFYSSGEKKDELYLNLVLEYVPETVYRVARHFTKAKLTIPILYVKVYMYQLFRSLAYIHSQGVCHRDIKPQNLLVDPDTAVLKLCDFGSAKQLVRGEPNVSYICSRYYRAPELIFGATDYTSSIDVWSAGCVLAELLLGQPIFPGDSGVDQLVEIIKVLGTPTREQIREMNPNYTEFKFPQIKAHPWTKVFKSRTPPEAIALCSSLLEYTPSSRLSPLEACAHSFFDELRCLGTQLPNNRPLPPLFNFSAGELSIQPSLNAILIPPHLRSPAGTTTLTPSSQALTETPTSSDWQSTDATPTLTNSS
Active calls of the source: *; u = inconclusive. A portion of the library; the hit share may differ from the screen's.

SMILES	HDAC3 inhib	GSK3A inh
Cc1cccc(C)c1NC(=O)CNC(=O)c1ccc(S(=O)(=O)NCc2ccco2)cc1	2	0
C[C@H](CO)N1C[C@H](C)[C@@H](CN(C)Cc2ccc3c(c2)OCO3)Oc2c(NS(C)(=O)=O)cccc2C1=O	-8	2
O=C(COC(=O)Cc1cccc(C(F)(F)F)c1)NC(=O)NC1CCCC1	6	-3
Cc1ccc(S(=O)(=O)CCC(=O)OCc2cc(=O)oc3cc(C)ccc23)cc1	2	-1
Cc1c(NS(=O)(=O)c2cc(C(=O)N3CCCC(C)C3)ccc2Cl)c(=O)n(-c2ccccc2)n1C (stereo unspecified)	1	-3
O=C(O)c1cc(O)c2c(c1)[C@@H]([C@H]1c3cc(C(=O)O)cc(O)c3C(=O)c3c(O[C@@H]4O[C@H](CO)[C@@H](O)[C@H](O)[C@H]4O)cccc31)c1cccc(O[C@@H]3O[C@H](CO)[C@@H](O)[C@H](O)[C@H]3O)c1C2=O	8	1
O=C(COC(=O)/C=C/c1ccccc1Cl)NC1CCCC1	1	0
CN1C(C(=O)Nc2ccc(C(=O)O)cc2)=C(O)c2ccccc2S1(=O)=O	-6	-3
Cc1ccc(NC(=O)CCNC(=O)c2ccc([N+](=O)[O-])cc2)cc1S(=O)(=O)N1CCOCC1	-1	0
COc1ccc(C(=O)OCC(=O)NCc2ccc3c(c2)OCO3)cc1S(=O)(=O)N1CCOCC1	0	-2
COc1cc(OC)cc(C(=O)Nc2ccc(C(=O)Nc3ccccc3OC)cc2)c1	4	-1
CCCc1cc(=O)[nH]c(SCC(=O)Nc2ccc(OC)c(S(=O)(=O)N3CCCCC3)c2)n1	7	-1
C#CCOCCOCCOCCNc1nc(N2CCN(C(=O)[C@H](CO)n3cc([C@@H](N)C(C)C)nn3)CC2)nc(N2CCN(C(=O)[C@H](CCC(=O)O)n3cc([C@@H](N)CCCCN)nn3)CC2)n1	-4	0
CC(=O)c1cccc(NC(=O)C(C)OC(=O)c2cccc(S(=O)(=O)N3CCN(C)CC3)c2)c1 (stereo unspecified)	4	0
O=C(Nc1ccc2nc(N3CCOCC3)sc2c1)c1ccccc1	4	0
CC1Cc2ccccc2N1S(=O)(=O)c1cccc(C(=O)NCc2ccccn2)c1 (stereo unspecified)	4	1
NS(=O)(=O)c1ccc(NC(=O)c2ccc(OCC3CCCO3)cc2)cc1 (stereo unspecified)	2	0
Cc1noc(C)c1S(=O)(=O)N(C)C[C@H]1Oc2ccc(NS(=O)(=O)c3cn(C)cn3)cc2C(=O)N([C@H](C)CO)C[C@@H]1C	-5	-1
CC(C)(C)N(Cc1ccccc1)C(=O)CN1C(=O)c2ccccc2S1(=O)=O	4	-1
CCOC(=O)CN(C(=O)CSc1nnnn1C)c1ccccc1	1	-1
CCOC(=O)N1CCN(C(=S)NC(=O)c2cccc(OC)c2)CC1	13	-3
CCOC(=O)N1CCN(C(=O)/C(=C/c2ccc(N(C)C)cc2)NC(=O)c2ccccc2)CC1	4	-23
Cc1cc(C(=O)CN2C(=O)C(=O)N(Cc3ccccc3)C2=O)c(C)n1Cc1ccc(F)cc1	-4	-3
CC1CCC(NC(=O)c2cc3ccccc3cc2O)CC1 (stereo unspecified)	-1	-3
O=C(NCCC(=O)N1CCN(S(=O)(=O)c2ccccc2F)CC1)Nc1ccccc1	0	-2
COc1cccc(CNC(=O)COC(=O)c2c(NC(C)=O)sc(C)c2C)c1	1	-4
CC(C)Cn1c(N)c(C(=O)CSc2nncs2)c(=O)n(C)c1=O	11	1
CC(C)N(C(=O)[C@H]1CC(CC(=O)NCc2cccc(C(F)(F)F)c2)C(=O)N2CCc3c([nH]c4ccccc34)[C@]12C)C(C)C (stereo partly specified)	u	-3
CC(C)(C)NC(=O)CC1C[C@H](C(=O)N2CCCCC2)[C@@]2(CCc3ccccc3)c3[nH]c4ccccc4c3CCN2C1=O (stereo partly specified)	5	0
COCCn1c(SCC(=O)NNC(=O)c2cc(Cl)ccc2OC)nnc1-c1ccncc1	-1	5
COc1ccc(NC(=O)COC(=O)Cc2coc3cc(OC)ccc23)c(OC)c1	3	1
O=C(O)c1cc(S(=O)(=O)NCCOc2ccccc2)ccc1Cl	-4	-2
CCOc1ncccc1C(=O)Nc1cc(S(=O)(=O)N2CCOCC2)ccc1OCC(F)(F)F	-7	-2
C=CCC[C@H](Cc1ccc(F)cc1)C(=O)OC[C@@H](C)NC(=O)[C@@H](CC=C)CC(=O)N[C@@H](CO)Cc1ccccc1	6	0
COc1ccc(CN2C(=O)c3ccccc3C2=O)cc1C(=O)N(C)CC(=O)Nc1ccc(F)cc1	4	2
O=C(COC(=O)CNC(=O)c1cccc(OC(F)F)c1)NNC(=O)c1ccccc1	0	-7
O=C(COc1ccc2c(-c3ccccc3)cc(=O)oc2c1)NC1CCS(=O)(=O)C1 (stereo unspecified)	6	-2
CC(=O)c1c(C)[nH]c(C(=O)COC(=O)CN2C(=O)C3CCCCC3C2=O)c1C (stereo unspecified)	2	-3
CCOc1ccc(CN(C)C(=O)c2cccc(S(=O)(=O)N3CCCC3)c2)cc1OC	-3	-3
COc1ccc(C(=O)OCC(=O)N2CCCCCC2)cc1S(=O)(=O)N1CCOCC1	1	-2

Complete entries as entered above. Screens in order: HDAC3 inhib	GSK3A inh
Profile of COc1ccc(CN2C(=O)c3ccccc3C2=O)cc1C(=O)N(C)CC(=O)Nc1ccc(F)cc1 = 4	2
Profile of CCOC(=O)N1CCN(C(=S)NC(=O)c2cccc(OC)c2)CC1 = 13	-3
Profile of Cc1cc(C(=O)CN2C(=O)C(=O)N(Cc3ccccc3)C2=O)c(C)n1Cc1ccc(F)cc1 = -4	-3
Profile of O=C(COc1ccc2c(-c3ccccc3)cc(=O)oc2c1)NC1CCS(=O)(=O)C1 (stereo unspecified) = 6	-2
Profile of O=C(NCCC(=O)N1CCN(S(=O)(=O)c2ccccc2F)CC1)Nc1ccccc1 = 0	-2

The results go on.
SMILES	HDAC3 inhib	GSK3A inh
COc1cccc(OCCNc2ccc([N+](=O)[O-])cn2)c1	5	10
CCN(CC(=O)Nc1ccc(OC)cc1)CC(=O)N1CC(=O)Nc2ccccc21	0	4
O=C(Nc1ccccc1)[C@@H]1CCCN1S(=O)(=O)c1ccc(Cl)cc1	-3	-2
CCOC(=O)c1c(C)[nH]c(C)c1C(=O)COC(=O)c1ccc([N+](=O)[O-])s1	-2	18
COc1ccc(NC(=O)C2CCCN(C(=O)c3ccc(Cl)cc3)C2)cc1S(=O)(=O)N(C)C (stereo unspecified)	-1	-2
O=C(COC(=O)Cc1ccc([N+](=O)[O-])cc1)NCc1ccc2c(c1)OCO2	-6	-2
CCn1nc(C(=O)NCC2COc3ccccc3O2)c2ccccc2c1=O (stereo unspecified)	-2	0
COc1cc(/C=C2\SC(N)=NC2=O)ccc1OCC(=O)Nc1ccccc1C	-9	-4
CN(Cc1cnn(Cc2ccccc2)c1)C(=O)c1cccc(S(=O)(=O)N2CCOCC2)c1	-4	6
Clc1cc(Cl)c(Cl)cc1Cl	-5	2
Oc1c(Cl)cc(CN2CCOCC2)c2cccnc12	-2	-7
COc1cc(S(=O)(=O)N2CCN(Cc3cccs3)CC2)ccc1NC(C)=O	-3	1
CN(CC(=O)Nc1ccc(C(N)=O)cc1)S(=O)(=O)c1ccc2c(c1)OCCO2	3	0
COc1ccc(CC(=O)OCc2csc(CC(=O)Nc3ccc(C)cc3)n2)cc1	-5	-2
COc1cccc(CNC(=O)COC(=O)c2cc(Br)c(Br)s2)c1	1	1
CCSc1nnc(NC(=O)C2CSC3(C)CCC(=O)N23)s1 (stereo unspecified)	-3	-1
Cc1ccc(-c2nn(Cc3ccccc3)cc2C(=O)N2CCN(c3ccccn3)CC2)cc1	2	-9
CC1CCCCC12NC(=O)N(CC(=O)OCC(=O)NCc1ccc(F)cc1)C2=O (stereo unspecified)	-4	-3
O=C(CCNC(=O)c1ccc([N+](=O)[O-])cc1)Nc1cccc(S(=O)(=O)N2CCCCCC2)c1	6	1
CC(=O)c1ccccc1NC(=O)COC(=O)C1CCCN1S(=O)(=O)c1ccccc1F (stereo unspecified)	-2	-1
Cc1ccc(OCC(=O)N(C)CC(=O)Nc2ccc(Cl)c(C(F)(F)F)c2)c([N+](=O)[O-])n1	10	-1
COc1ccc(NC(=O)CCCN2C(=O)CN(C)C2=O)cc1Cl	4	-3
O=C(CCNC(=O)c1ccc(Cl)cc1)Nc1cccc(S(=O)(=O)N2CCCCC2)c1	10	1
COc1ccccc1N1CCN(C(=O)CSc2nnc(C)n2C2CC2)CC1	3	-1
O=C(NCc1cccc(C(F)(F)F)c1)N1CCN(C(=O)c2ccccc2)CC1	-2	-3
CCOc1ccc2oc(C(=O)N(C)CCc3ccc(OC)c(OC)c3)c(C)c2c1	3	0
O=C(CNC(=O)c1ccc(C(F)(F)F)cc1)NC1CC1	1	-5
COc1ccc(/C=C/C(=O)OCC(=O)N2CCc3ccccc32)cc1	2	8
COc1ccc(OC)c(-c2nn(-c3ccccc3)cc2C(=O)N2CCc3ccccc3C2)c1	9	-2
O=C1NC(Cc2ccccc2)c2nc3ccc(Cl)cc3c(=O)n2-c2ccc(Cl)cc21 (stereo unspecified)	-10	0
Cc1cc(C)cc(C(=O)NCC(=O)OCC(=O)NC2CCCc3ccccc32)c1 (stereo unspecified)	-2	-2
COCCCN(C(=O)C1CCC1)c1c(N)n(Cc2ccccc2)c(=O)[nH]c1=O	-1	-1
COc1ccccc1C(=O)NCCC(=O)NCc1cccnc1	2	-1
CC1CCCCC1NC(=O)COC(=O)c1cccn1C (stereo unspecified)	-4	14
CN(Cc1ccc(Cl)s1)C(=O)CSc1nnc(C2CC2)n1C1CC1	-2	-1
COc1cc(NC(=O)CCN2C(=O)NC3(CCCC3)C2=O)c(OC)cc1Cl	1	0
O=C(COC(=O)c1ccccc1F)NC1CC1	0	1
CC[C@]12c3[nH]c4ccccc4c3CCN1C(=O)C(CC(=O)NCCN1CCOCC1)C[C@@H]2C(=O)N1CCN(C(=O)C2CC2)CC1 (stereo partly specified)	4	0
COc1ccc(CCNC(=O)c2ccc(OCc3c(C)noc3C)cc2)cc1OC	4	-5
O=C(OCC(=O)N1CCC(Cc2ccccc2)CC1)c1cncc(Br)c1	1	-2
CCN(CC(=O)NC1CCS(=O)(=O)C1)C(=O)c1cc(OC)c(OC)c(OC)c1 (stereo unspecified)	-2	-1
O=C(COC(=O)CNC(=O)c1ccc(Cl)cc1Cl)NC1CC1	-6	-1
COc1ccc(C(=O)Nc2cccc(-c3csc(C)n3)c2)cc1S(=O)(=O)N1CCCC1	1	-5
O=C(COC(=O)c1cc(=O)[nH]c2ccccc12)NCc1ccccc1Cl	3	-2
Cc1ccc(S(=O)(=O)N2CCCCC2)cc1NC(=O)CSc1nnc(C2CC2)n1N	2	-1
COc1ccc(NS(=O)(=O)c2ccc(Cl)c(NC(=O)c3ccccc3F)c2)cc1	4	5
COc1ccc(C)cc1N1CC(C(=O)Nc2ccccc2C(=O)NC2CC2)CC1=O (stereo unspecified)	7	0
CN(C)S(=O)(=O)c1ccc(C(=O)NNC(=O)c2ccccc2-n2cccc2)cc1	-8	0
COc1ccccc1CNC(=O)CN1C(=O)NC2(CCCc3ccccc32)C1=O (stereo unspecified)	-10	-3
Cc1ccc(CNC(=O)CN(C)C2=NS(=O)(=O)c3ccccc32)cc1	-3	0
Cc1nn(-c2ccc(F)cc2)c(Cl)c1C(=O)OC(C)C(=O)N(C)C1CCCCC1 (stereo unspecified)	6	-4
Cc1ccc(S(=O)(=O)N(C)CC(=O)OCC(=O)NCCN2C(=O)CSC2=O)cc1	0	-3
COc1ccc(OC)c(/C=N/NC(=O)c2ccc[n+](CC(=O)c3ccccc3)c2)c1	7	3
O=C(COc1ccc(F)cc1Br)NCCCN1CCCC1=O	0	-2
COc1ccccc1OCC(=O)Nc1sc2c(c1C(N)=O)CCC2	-1	1
CN(Cc1ccc(OC(F)F)cc1)C(=O)/C=C/c1ccc(S(=O)(=O)N2CCOCC2)cc1	-3	-6
Cc1cc(NC(=O)COC(=O)c2ccccc2Cl)no1	-5	-5
N#CCCN(C(=O)COC(=O)C12CC3CC(CC(O)(C3)C1)C2)c1ccc(F)cc1	-5	17
CCCN(CC(=O)Nc1ccccc1C)C(=O)COc1c(C)cccc1C	-1	24
CCCCC[C@@H]1C=C(C(=O)O)[C@H](c2ccc(F)cc2)N1S(=O)(=O)c1ccc(C)cc1	0	-8

Next section, overlapping the part above by 5 compounds.
SMILES	HDAC3 inhib	GSK3A inh
CN(Cc1ccc(OC(F)F)cc1)C(=O)/C=C/c1ccc(S(=O)(=O)N2CCOCC2)cc1	-3	-6
Cc1cc(NC(=O)COC(=O)c2ccccc2Cl)no1	-5	-5
N#CCCN(C(=O)COC(=O)C12CC3CC(CC(O)(C3)C1)C2)c1ccc(F)cc1	-5	17
CCCN(CC(=O)Nc1ccccc1C)C(=O)COc1c(C)cccc1C	-1	24
CCCCC[C@@H]1C=C(C(=O)O)[C@H](c2ccc(F)cc2)N1S(=O)(=O)c1ccc(C)cc1	0	-8
Cc1ccc([C@H]2C(C(=O)O)=CC[C@@H](c3ccc(Cl)cc3)N2S(=O)(=O)c2ccc(C)cc2)cc1	-2	-8
CC(=O)N1CCN(S(=O)(=O)c2cccc(C(=O)NC3CC3)c2)CC1	0	-4
CC1CCCCC12NC(=O)N(CC(=O)Nc1ccc3c(c1)OCCCO3)C2=O (stereo unspecified)	0	1
CC(Sc1ccccc1F)C(=O)Nc1ccc2c(c1)OCCO2 (stereo unspecified)	-1	-6
COc1ccc(C)cc1NC(=O)CO/N=C(\N)CC(=O)Nc1ccccc1OC	6	-1
Cn1c(SCc2ccc(F)cc2Cl)nc2ccccc2c1=O	-2	21
CCCC(NC(=O)c1ccc(Br)o1)c1nc2ccccc2[nH]1 (stereo unspecified)	3	0

Filtered by structure, those above with a tert-butyl group (2)
SMILES	HDAC3 inhib	GSK3A inh
CC(C)(C)N(Cc1ccccc1)C(=O)CN1C(=O)c2ccccc2S1(=O)=O	4	-1
CC(C)(C)NC(=O)CC1C[C@H](C(=O)N2CCCCC2)[C@@]2(CCc3ccccc3)c3[nH]c4ccccc4c3CCN2C1=O (stereo partly specified)	5	0
